# proCasp7 act – counter-screen for procaspase-3 activators: activators of human procaspase-7. P55210. recombinant procaspase-7, Ac-DEVD-pNA absorbance 405 nm; D23A/D198A/D206A triple mutant, cannot self-cleave; scale: DMSO 0, 5 µM enzyme 100. activation, % at 8.5 µM. 330,000 compounds, 0.093% hits;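 active = percent activation above the screen-wide mean plus 3 SD, cut at about 25% in these data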
# Target sequence (P55210 whole entry D23A/D198A/D206A): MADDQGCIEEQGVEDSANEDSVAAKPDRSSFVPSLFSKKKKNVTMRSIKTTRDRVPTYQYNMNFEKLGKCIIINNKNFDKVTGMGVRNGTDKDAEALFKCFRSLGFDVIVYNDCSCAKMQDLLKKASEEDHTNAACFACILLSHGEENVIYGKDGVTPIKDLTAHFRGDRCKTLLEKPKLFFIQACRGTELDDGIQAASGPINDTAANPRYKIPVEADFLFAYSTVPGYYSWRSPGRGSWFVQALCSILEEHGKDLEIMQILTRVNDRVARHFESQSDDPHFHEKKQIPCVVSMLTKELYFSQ
#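 Assay system: Uncleavable procaspase-7 mutant enzyme; Input: 2 µM procaspase-7 mutant as dispensed; Also added: DEVD-pNA substrate; Medium: Zinc-free HEPES pH 7.4 with 300 mM NaCl, 0.01% Triton X-100; Timing: 1 h compound preincubation, 2 h substrate cleavage, 25 °C; Measured by: Epi-absorbance of released pNA at 405 nm, two timepoints.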
# GASC-1 inh – inhibitors of human GASC-1 (JMJD2C) demethylase; inhibition, % at 2.35 µM; Q9H3R0; 330,000 compounds, 0.069% hits; GST-JMJD2C(1-420) H3K9me3 demethylation, DELFIA europium;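 active = more than half of a compound's replicate wells show inhibition beyond 50%, single wells judged on their own value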;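 note: signal counts dimethyl H3K9 product captured on neutravidin plate; 0% = median of DMSO wells and 100% = 0.3 times that DMSO median; strong numbers were not always called active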
# Target sequence (Q9H3R0 1-420 limits assumed): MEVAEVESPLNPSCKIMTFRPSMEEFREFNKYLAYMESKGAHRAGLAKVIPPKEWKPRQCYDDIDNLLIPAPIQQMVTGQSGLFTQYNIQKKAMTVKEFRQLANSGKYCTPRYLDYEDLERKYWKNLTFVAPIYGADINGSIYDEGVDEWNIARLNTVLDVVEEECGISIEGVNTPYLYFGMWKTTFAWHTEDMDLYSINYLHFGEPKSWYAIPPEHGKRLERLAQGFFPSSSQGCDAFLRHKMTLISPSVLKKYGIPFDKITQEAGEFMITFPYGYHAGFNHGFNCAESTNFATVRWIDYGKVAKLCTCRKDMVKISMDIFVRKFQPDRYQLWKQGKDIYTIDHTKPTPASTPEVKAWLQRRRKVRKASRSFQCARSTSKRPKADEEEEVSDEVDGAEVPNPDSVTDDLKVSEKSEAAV
# AHR activator – human AHR activation | AHR-responsive luciferase reporter cells, luminescence | P35869 | 320,000 compounds, 2.5% hits | activation, % at 5 µM | AID 2796; in the data active = activation above about 47%;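 note: 0% = vehicle wells and 100% = reference agonist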
# RPL19A TOR yeast – yeast TOR pathway RPL19A-GFP modulation | S. cerevisiae RPL19A-GFP strain, flow cytometry, 3 h; hits give low values | percent response vs DMSO, % at 10 µM | AID 2025 | 330,000 compounds, 0.3% hits;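 active = percent response vs DMSO below 50%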;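 note: median channel GFP fluorescence of the barcoded RPL19A-GFP strain; ratio of sample median GFP to plate DMSO average so 100% = DMSO; lower means less RPL19A-GFP as with rapamycin TOR inhibition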
# CR mimetic SO – lowers age-related superoxide in aged yeast cells; S. cerevisiae aged cells, superoxide DHE fluorescence; hits give low values; superoxide response (% of plate mean), % at 10 µM; 330,000 compounds, 0.18% hits; AID 2690;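 active = superoxide response under a set limit, about three screen SD below normal, cut at about 65% in these data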;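 note: yeast aged for seven days with compound at 30 °C before DHE staining; 100% = average MFI of all compound-treated wells on the plate with controls excluded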
# LAP4-GFP MLPCN – alters LAP4-GFP fluorescence in TOR pathway yeast screen. 320,000 compounds, 0.34% hits. GFP response vs DMSO, % at 10 µM. S. cerevisiae LAP4-GFP multiplex, flow cytometry GFP, 3 h; median GFP as percent of DMSO wells;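 active = GFP response vs DMSO above a set limit, about the screen mean plus 3 SD, cut at about 150% in these data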
# proCasp3 act – activates human procaspase-3; P42574; recombinant procaspase-3 D3A, Ac-DEVD-pNA absorbance 405 nm; activation, % at 8.5 µM; 330,000 compounds, 0.11% hits; AID 463141;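 active = activation above the mean of all tested compounds plus 3 SD, cut at about 21% in these data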;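 note: 0% = DMSO alone and 100% = DMSO wells spiked with extra 5 µM PC-3 D3A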
# Target sequence (P42574 whole entry D9A/D28A/D175A): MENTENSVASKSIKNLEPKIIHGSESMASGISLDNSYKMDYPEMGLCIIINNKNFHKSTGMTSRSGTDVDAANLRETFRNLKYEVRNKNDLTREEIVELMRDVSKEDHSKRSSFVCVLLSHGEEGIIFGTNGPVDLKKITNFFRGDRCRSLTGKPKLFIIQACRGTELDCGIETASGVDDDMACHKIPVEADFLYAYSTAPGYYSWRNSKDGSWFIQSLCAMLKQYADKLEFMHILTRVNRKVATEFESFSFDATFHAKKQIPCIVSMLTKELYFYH
#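 Assay system – Procaspase-3 D3A mutant, all three cleavage aspartates alanine · Controls – DMSO-only low control, 5 µM PC-3 D3A high control · Schedule – 1 h compound preincubation, 2 h substrate hydrolysis at 25 °C · Signal – 405 nm absorbance of p-nitroaniline, reads at 0 and 120 min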
# MEP2-GFP yeast – modulators of TOR pathway MEP2-GFP in S. cerevisiae; S. cerevisiae MEP2-GFP strain, flow cytometry GFP, 3 h; 100% = DMSO control level; GFP response vs DMSO, % at 10 µM; 330,000 compounds, 0.51% hits;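 active = GFP response versus DMSO above a set limit, roughly screen mean plus 3 SD, cut at about 180% in these data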;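 note: median GFP fluorescence of the barcode-gated MEP2-GFP cells per well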
# An asterisk follows results filed as active; . = not tested or not shown; & = joins results of further samples.
SMILES,proCasp7 act,GASC-1 inh,AHR activator,RPL19A TOR yeast,CR mimetic SO,LAP4-GFP MLPCN,proCasp3 act,MEP2-GFP yeast
COc1ccc(NC(=S)N2CCN(S(=O)(=O)c3ccccc3)CC2)cc1OC,.,-6,.,121,96,82,.,114
Cc1ccccc1NC(=O)Cc1cn(C)c2ccccc12,9,7,7,95,109,100,2,100
CCCN1CCN(C(=O)c2ccc(-c3ccc([N+](=O)[O-])cc3)o2)CC1,-11,.,6,96,93,98,-9,99
COc1cccc(NC(=O)CN(C)C(=O)CSc2nc3ccccc3s2)c1,-4,-5,10,102,85,98,3,96
CCCCNC(=O)CSc1nc2cc3c(cc2c(=O)n1Cc1ccco1)OCO3,0,-3,1,106,108,106,-1,100
CCCc1[nH][nH]c(=O)c1C(c1ccc(Br)cc1)C(C#N)C#N (centres undefined),2,-2,4,94,86,126,6,93
CN(c1ccccc1)S(=O)(=O)c1cccc(NC(=O)Cc2n[nH]c(=O)c3ccccc23)c1,-20,1,3,95,133,95,-6,94
CNC(=O)/C(C#N)=C/c1ccc(-c2ccccc2[N+](=O)[O-])o1,5,1,20,96,110,108,8,101
COc1ccnc(CSC(N)=Nc2ccc(F)cc2)c1,-22,-14,31,109,110,105,-16,101
CCc1c(C)[nH]c2nc3ccccc3n2c1=O,1,-18,12,95,112,99,2,96
Cn1c(-c2ccc(F)cc2)cnc1SCC(=O)Nc1ccccc1,2,0,0,107,102,104,-11,101
C=CCSc1nnc(NC(=O)C23CC4CC(CC(NC(C)=O)(C4)C2)C3)s1,-8,-24,10,97,90,92,3,94
O=C(Nc1c(C(=O)O)[nH]c2ccc(F)cc12)c1cccc(C(F)(F)F)c1,-4,3,7,103,109,117,14,104
O=C(Nc1ccc(F)cc1)c1c(Cl)nc2ccccn12,8,-8,58*,99,115,102,-1,101
Cc1cc(Oc2ccc(=O)n(C)n2)nc(Oc2ccc(=O)[nH]n2)n1,6,-3,-1,85,87,86,-2,93
COc1ccccc1NC(=O)c1cc(Cl)nnc1Cl,0,2,17,93,96,94,5,115
Cc1cc(C)c(NC(=O)C2=CCN(S(=O)(=O)c3ccc(F)cc3)CC2)c(C)c1,1,-3,0,103,97,99,13,102
N#C/C(=C(/O)CN1CCCC1)c1nc(-c2ccccc2)cs1,1,-3,18,92,102,109,8,100
CCC(c1nnnn1CCc1ccccc1)N(Cc1ccco1)Cc1cc2cccc(C)c2[nH]c1=O (centres undefined),1,-4&3,20,107,102,108,-3,111
CCOC(=O)NC(=S)Nc1ccc(C(C)(C)C)cc1Br,5,2,9,99,105,111,-2,107
CCc1ccc(NC(=S)N(Cc2ccccc2)Cc2ccccn2)cc1,1,-15,8,88,106,106,-2,95
O=C(CCCCn1c(=O)c2ccccc2n(CC(=O)Nc2cccc(F)c2)c1=O)NCc1ccco1,13,-1,-5,.,95,98,0,102
O=C1OC(C(=O)Nc2nccs2)Cc2ccccc21 (centres undefined),5,6,-1,94,97,100,2,105
O=C1C2C(C(=O)N1/N=C/c1cccc([N+](=O)[O-])c1)C1C=CC2C12CC2 (centres undefined),11,6,12,103,108,99,5,104
CC(C)[C@H](NC(=O)c1ccccc1)C(=O)OCC(=O)Nc1ccc2c(c1)OCCO2,4,-2,0,104,87,96,-6,109

# Record cards (already shown). Screens in order: proCasp7 act, GASC-1 inh, AHR activator, RPL19A TOR yeast, CR mimetic SO, LAP4-GFP MLPCN, proCasp3 act, MEP2-GFP yeast
# `Cc1cc(C)c(NC(=O)C2=CCN(S(=O)(=O)c3ccc(F)cc3)CC2)c(C)c1` as listed: 1, -3, 0, 103, 97, 99, 13, 102
# `COc1cccc(NC(=O)CN(C)C(=O)CSc2nc3ccccc3s2)c1` as listed: -4, -5, 10, 102, 85, 98, 3, 96
# `CCCCNC(=O)CSc1nc2cc3c(cc2c(=O)n1Cc1ccco1)OCO3` as listed: 0, -3, 1, 106, 108, 106, -1, 100
# `CCc1ccc(NC(=S)N(Cc2ccccc2)Cc2ccccn2)cc1` as listed: 1, -15, 8, 88, 106, 106, -2, 95
# `COc1ccnc(CSC(N)=Nc2ccc(F)cc2)c1` as listed: -22, -14, 31, 109, 110, 105, -16, 101

# Continued:
SMILES,proCasp7 act,GASC-1 inh,AHR activator,RPL19A TOR yeast,CR mimetic SO,LAP4-GFP MLPCN,proCasp3 act,MEP2-GFP yeast
CCOC(=O)CC(Nc1nc(N2CCOCC2)nc(N2CCOCC2)n1)c1ccccc1Cl (centres undefined),-8,4,4,98,104,94,7,96
O=C(OCC(=O)N1CCOCC1)c1cc(F)c(F)cc1Cl,6,-12,-1,102,100,91,11,101
CCN(CC)C(=O)c1cc2cc([N+](=O)[O-])ccc2s1,-8,9,2,100,91,106,-7,105
O=C(NCCc1ccccc1)C1c2ccccc2C(=O)N1Cc1cccs1 (centres undefined),4,4,2,102,86,111,5,99
O=C(Cn1c(=O)c2cccn2c2ccccc21)NCCCN1CCCCC1,-1,0,4,105,126,111,3,111
CC(=O)Nc1sc(NC(=O)c2ccccc2)nc1-c1cccs1,-6,5,18,102,97,103,0,101
Cc1cccc(Oc2ccc(S(=O)(=O)N3CCCCC3)cc2N)c1,1,4,1,104,94,106,1,108
CCC(C)[C@H](NC(=O)NCc1cccc(OC)c1)C(=O)OC (some centres undefined),3,11,1,97,88,95,3,97
O=C(COC(=O)c1cc(S(=O)(=O)N2CCc3ccccc3C2)ccc1Cl)NCc1ccco1,-29,-4,1,98,96,95,-25,102
CCCCn1c(N)c(N(CCOC)C(=O)c2ccc(N3CCCC3)c([N+](=O)[O-])c2)c(=O)[nH]c1=O,6,-3,-4,96,108,114,1,103
CC1(C)CN(c2cccc(-c3ccnc4ncnn34)c2)C1=O,1,-3,2,107,93,108,11,104
COc1ccccc1/C=C1/SC(=O)N(CCC(=O)Nc2ccc(S(=O)(=O)Nc3nccs3)cc2)C1=O,-5,-6,-2,108,94,102,-3,99
CC(C)(C)n1nc2c(c1NC(=O)COc1ccccc1F)CS(=O)(=O)C2,6,-17,4,90,136,93,3,91
CC1Oc2ccccc2N(Cc2ccccc2Cl)C1=O (centres undefined),-5,36,1,89,102,84,7,93
Clc1ccc(OCCn2c(-c3ccco3)nc3ccccc32)cc1,4,-10,-1,107,79,111,16,108
Cc1c(NC(=S)NC(C)(C)C)c(=O)n(-c2ccccc2)n1C,-8,4,4,103,116,103,2,119
COc1nc(-c2ccc(Cl)cc2)ccc1-c1noc(-c2ccco2)n1,2,0,5,95,78,94,3,94
Cn1ncc(Cl)c1C(=O)N1CCN(c2ccccc2)CC1,5,-8,0,103,104,97,0,101
O=C(CCCCC(=O)NCc1cccs1)NCc1cccs1,0,-1,3,100,91,97,2,101
CCOc1ccccc1NC(=O)NNC(=O)COc1cccc(C)c1C,3,-7,16,109,97,68,3,104
CC(C)(C)OC(=O)[C@H](Cc1ccccc1)NC(=O)c1nc[nH]c1C(=O)N1CCN(c2ccccc2)CC1,-11,8,-1,102,98,105,3,105
Cc1onc(-c2ccccc2)c1C(=O)N1CCN(c2ccccn2)CC1,-3,-3,1,102,113,97,0,105
Cn1c(=O)oc2cc(S(=O)(=O)N3CCCC(C(=O)N4CCc5ccccc5C4)C3)ccc21 (centres undefined),-4,-12,4,98,102,96,1,99
Cc1ccc(-c2csnn2)cc1,2,4,4,101,111,103,-4,96
COc1ccc(NC(=O)CSc2n[nH]c(-c3ccncc3)n2)c([N+](=O)[O-])c1,.,2,.,115,102,73,.,97
# (listing goes on)
SMILES,proCasp7 act,GASC-1 inh,AHR activator,RPL19A TOR yeast,CR mimetic SO,LAP4-GFP MLPCN,proCasp3 act,MEP2-GFP yeast
O=C(c1ccc(OC2CCN(Cc3ccccc3C(F)(F)F)CC2)cc1)N1CCCCC1,5,-24,-1,100,88,102,3,98
CSCCC(NC(=O)c1cccc(C)c1)C(=O)OCN1C(=O)c2ccccc2C1=O (centres undefined),4,-1,-1,93,96,113,-3,99
CCOC(=O)CSc1nc2c([nH]c3ccccc32)c(=O)n1C,7,3,12,98,106,98,7,99
O=c1cc(N2CCCC2)[nH]c(=O)n1-c1ccc(Cl)cc1,11,-3,0,95,99,98,-5,96
COc1ccc(C(=O)/C=C/c2cn(CN3CCN(C)CC3)c3ccccc23)cc1,-41,11,36,.,95,119,-31,100
N#Cc1cc(-c2ccccc2)cnc1Sc1ccc(Cl)cc1,4,-3,2,99,104,100,-1,97
Cc1ccc(S(=O)(=O)Nc2ccc3c(c2)C(=O)NC3=O)cc1[N+](=O)[O-],5,-2,-3,101,100,100,0,101
C=C(C)C(=O)Nc1cccc(C2=NOC3(C2)C[C@H](C(N)=O)N(C(=O)CC#N)C3)c1 (some centres undefined),0,8,-1,96,93,126,-4,88
Cc1ccc(C(=O)Nc2ccc(F)cc2F)o1,3,10,-6,103,90,95,4,100
COc1ccc(-n2c3c(cc(C(=O)N4CCCCC4)c2=O)C(=O)CC(C)(C)C3)cc1,5,-13,-1,104,97,100,4,103
CCN(c1ccccc1)S(=O)(=O)c1ccc(OC)c(NC(=O)CN2C(=O)NC(C)(C)C2=O)c1,11,-4,-1,101,100,105,-2,100
CCN(CC)CCCNC(=O)c1cc(Nc2ccc(OC)cc2)nc2ccccc12,7,-12,4,103,98,90,1,103
COc1cc(NC(=O)c2ccc3c(c2)OCCO3)ccc1NC(=O)c1cccs1,10,5,-3,99,104,115,-3,105
CCc1nc2ccccc2n1CC(=O)N(C(C)CC)C1CCS(=O)(=O)C1 (centres undefined),0,16,0,96,105,90,2,93
Cc1cccc(CCNC(=O)COc2cc(=O)n(C)c3ccccc23)c1,5,0,14,99,112,84,8,103
O=C1CC(c2cccs2)CC(O)=C1C=NCCN1CCNCC1 (centres undefined),8,-4,2,95,103,94,7,99
Nn1c(SCC(=O)Nc2cccc(Br)c2)nnc1C1CC1,0,1,0,99,114,100,-5,103
CSc1ccccc1NC(=O)c1ccc(N2CC3CC(C2)c2cccc(=O)n2C3)c(NC(=O)c2ccncc2)c1 (centres undefined),10,12,6,96,102,99,-1,98
Cc1nc2nc(SCc3nc4ccccc4[nH]3)[nH]c2cc1Br,9,1,26,103,91,114,-8,103
Cc1nc(C)n(CCNS(=O)(=O)c2ccccc2)n1,10,0,1,102,101,106,2,106
CC1=C(N2CCCCC2)CCC1=O,8,0,-1,108,89,95,8,106
COc1ccc(-c2c(C#N)c(N)nc3c2CCCC3)cc1OC,4,-3,3,106,88,110,6,89
CCCC1(CCC)NC(=O)N(CC(=O)Nc2ccccc2OC)C1=O,9,0,3,104,90,97,8,102
CCC(C)(C)n1nnnc1C(c1cccnc1)N1CCCc2ccccc21 (centres undefined),6,2,2,100,75,102,-1,96
CCOC(=O)C(NC(=O)CC(C)C)(Nc1cc(C)on1)C(F)(F)F (centres undefined),8,8,-2,99,102,104,-11,103
CC(C)C(=O)OC/C(O)=C(\C#N)c1nc2ccccc2[nH]1,12,-24,10,104,96,108,-2,110
COc1ccc(-c2c(-c3cc(OC)cc(OC)c3)n(C)c3ccc(-c4ccc(N(C)C)nc4)cc23)cc1,5,7,2,96,99,98,-4,86
COc1ccc(C(=O)C2CCCN(C(=O)C3CCOCC3)C2)c(C)c1 (centres undefined),-1,12,1,102,109,86,8,103

# Assay outcomes deposited in PubChem BioAssay by several laboratories.
